PfHsp40 rescue = restores yeast growth despite PfHsp40 toxicity; 340,000 compounds, 0.68% hits; growth rescue, % at 12.5 µM; AID 504582; S. cerevisiae expressing PfHsp40, growth rescue, ATP luminescence; in the data active = growth rescue above about 28%, passing the limit was not always enough; inconclusive = no clear call, values can overlap the other calls;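 note: yeast W303a lacking pdr1 and pdr3 grown in galactose medium; growth measured after three days at 30 °C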
Anthrax LF inh2 = inhibitors of Bacillus anthracis lethal factor protease. 360,000 compounds, 0.12% hits. AID 588501. P15917. inhibition, % at 10 µM. multiplex microsphere protease cleavage assay, LF; note: plate controls were buffer without enzyme for full effect and enzyme alone for no effect
Target sequence (P15917 whole entry, looked up): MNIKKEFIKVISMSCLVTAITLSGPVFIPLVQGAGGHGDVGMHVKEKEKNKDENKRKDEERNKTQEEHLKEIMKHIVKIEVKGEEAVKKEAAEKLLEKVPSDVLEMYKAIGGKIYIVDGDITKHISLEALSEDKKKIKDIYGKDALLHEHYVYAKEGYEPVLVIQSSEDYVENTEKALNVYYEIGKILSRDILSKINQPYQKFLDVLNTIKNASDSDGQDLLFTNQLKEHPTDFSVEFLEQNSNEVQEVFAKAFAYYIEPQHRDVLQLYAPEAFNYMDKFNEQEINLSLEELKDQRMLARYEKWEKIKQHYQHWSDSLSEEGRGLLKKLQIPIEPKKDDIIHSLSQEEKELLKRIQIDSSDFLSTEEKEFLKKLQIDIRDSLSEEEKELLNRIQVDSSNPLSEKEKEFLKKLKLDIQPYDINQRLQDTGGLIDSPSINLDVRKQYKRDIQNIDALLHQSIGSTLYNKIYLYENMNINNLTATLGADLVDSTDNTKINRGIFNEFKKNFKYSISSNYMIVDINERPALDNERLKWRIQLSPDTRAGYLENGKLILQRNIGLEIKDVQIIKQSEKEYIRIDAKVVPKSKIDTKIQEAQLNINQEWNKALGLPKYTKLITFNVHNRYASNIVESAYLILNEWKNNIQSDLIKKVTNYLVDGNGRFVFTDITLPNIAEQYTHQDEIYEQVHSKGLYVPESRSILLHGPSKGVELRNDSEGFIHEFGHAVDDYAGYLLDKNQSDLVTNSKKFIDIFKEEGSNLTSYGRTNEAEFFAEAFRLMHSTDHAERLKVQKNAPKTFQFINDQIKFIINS
DUSP3 inh = inhibitors of human VHR1 phosphatase (DUSP3). 290,000 compounds, 0.52% hits. AID 1654. inhibition, % at 13.3 µM. P51452. recombinant VHR phosphatase, pNPP absorbance; in the data active = inhibition above about 50%; note: some compounds called inactive have numbers as strong as hits
Target sequence (P51452 whole entry, looked up): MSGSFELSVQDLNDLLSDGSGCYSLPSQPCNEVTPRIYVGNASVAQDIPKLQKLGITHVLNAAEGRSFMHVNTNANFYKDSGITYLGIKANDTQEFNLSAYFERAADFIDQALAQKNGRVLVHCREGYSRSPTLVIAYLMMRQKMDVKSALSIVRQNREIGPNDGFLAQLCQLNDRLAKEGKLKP
SSB-PriA inh = blocks PriA binding to SSB C-terminal tail. AlphaScreen SSBct-PriA binding, biotinylated peptide. inhibition, % at 33 µM. 430,000 compounds, 0.6% hits. AID 1272365; in the data active = inhibition mostly above about 37%, no sharp cut-off; inactive = mostly below about 20%;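 note: plate controls were negative control peptide for no effect and reference peptide for full effect; strong numbers were not always called active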
CCHFV vOTU inh = CCHFV vOTU protease inhibition; Pep-AMC fluorescence; inhibition, % at 11.5 µM; 370,000 compounds, 0.55% hits; AID 651958; in the data active = inhibition above about 30%; note: 0% = vehicle wells with enzyme and 100% = no enzyme wells
SARS 3CLpro inh = SARS-CoV 3CLpro protease inhibition; P0C6X7; 290,000 compounds, 0.14% hits; recombinant SARS-CoV 3CLpro, quenched FRET peptide cleavage; inhibition, % at 6 µM; in the data active = inhibition above about 12%
Y pestis TopoI = blocks Yersinia pestis topoisomerase I activity; Y. pestis Topo-I cleavage product accumulation, plate reader; 360,000 compounds, 0.064% hits; AID 504884; activity, % at 10 µM; in the data active = activity above about 50%, passing the limit was not always enough; inconclusive = no clear call, values can overlap the other calls; note: inactives centre near 2
Vc quorum ag = inducers of Vibrio cholerae quorum light production without autoinducers; V. cholerae BH1578 lux reporter, luminescence, 6 h; activation, % at 18.7 µM; 350,000 compounds, 0.16% hits; AID 588436; in the data active = activation mostly above about 9.7%, no sharp cut-off; inconclusive = no clear call, values can overlap the other calls; inactive = mostly below about 3.7%; note: not every result past the cut was called active; inactives centre near 0; reference of the scale not given here
TcdB GH inh = inhibitors of Clostridioides difficile toxin B glycohydrolase. TcdB glycohydrolase enzymatic assay, plate reader. P18177. 350,000 compounds, 0.24% hits. inhibition, % at 9.99 µM; in the data active = inhibition above about 10%
BoNT-A LC inh2 = blocks Botulinum neurotoxin A light chain protease; inhibition, % at 10 µM; multiplex microsphere protease substrate cleavage, flow cytometry; 360,000 compounds, 0.17% hits; note: plate controls were buffer without enzyme for full effect and enzyme alone for no effect
* = called active by the depositor; i = inactive; ? = inconclusive; nt = not tested or not shown; & = joins results of further samples. Cut-off read from the data, not from the text of the source, unless noted: active = inhibition above about 30%; inconclusive = no clear call, values can overlap the other calls; inactive = below that. The list is partial; the hit share may differ from the screen's.

The first three entries (preview)
SMILES | PfHsp40 rescue | Anthrax LF inh2 | DUSP3 inh | SSB-PriA inh | CCHFV vOTU inh | SARS 3CLpro inh | Y pestis TopoI | Vc quorum ag | TcdB GH inh | BoNT-A LC inh2
Cc1c(N(C)S(=O)(=O)c2cc(C(=O)NCC3CCCO3)ccc2Cl)c(=O)n(-c2ccccc2)n1C (stereo unspecified) | 1.2 | -1 | nt | nt | -2 | nt | 18 | i | 1.5 | 2.9
CC1(C(=O)Nc2cnc3ccccc3c2)CCN1Cc1ccc(-c2ccccc2)o1 (stereo unspecified) | nt | 3 | nt | nt | 14 | nt | 24 | -0.2 | 0.1 | -0.4
CCOc1ccc(-c2nc(C#N)c(N3CCOCC3)o2)cc1 | 0.2 | -7 | 21 | 12 | -43 | -6 | 10 | -0.3 | 5.4 | -0.4

All compounds of this part, previewed entries included:
SMILES | PfHsp40 rescue | Anthrax LF inh2 | DUSP3 inh | SSB-PriA inh | CCHFV vOTU inh | SARS 3CLpro inh | Y pestis TopoI | Vc quorum ag | TcdB GH inh | BoNT-A LC inh2
Cc1c(N(C)S(=O)(=O)c2cc(C(=O)NCC3CCCO3)ccc2Cl)c(=O)n(-c2ccccc2)n1C (stereo unspecified) | 1.2 | -1 | nt | nt | -2 | nt | 18 | i | 1.5 | 2.9
CC1(C(=O)Nc2cnc3ccccc3c2)CCN1Cc1ccc(-c2ccccc2)o1 (stereo unspecified) | nt | 3 | nt | nt | 14 | nt | 24 | -0.2 | 0.1 | -0.4
CCOc1ccc(-c2nc(C#N)c(N3CCOCC3)o2)cc1 | 0.2 | -7 | 21 | 12 | -43 | -6 | 10 | -0.3 | 5.4 | -0.4
COCC(=O)Nc1cc(C(=O)Nc2cccc(C)c2C)ccc1Cl | -1.4 | -5 | 35 | -10 | -7 | 1 | -4 | i | 3.8 | 0.9
CCN(CC)CCNC(=O)c1ccccn1 | 0.5 | 1 | -3 | -4 | 6 | 4 | -3 | -0.5 | nt | 0.2
CC1(C)Cc2ccccc2C(NNC(=O)c2ccncc2)=N1 | -0.4 | -2 | 36 | -6 | 11 | 6 | 1 | i | nt | -0.2
COc1ccc(C(=O)Nc2cc(OC)c(NC(=O)c3ccco3)cc2OC)cc1 | -1.8 | -6 | -41 | 19 | 0 | 0 | 6 | -13 | nt | 0.1
Cc1ccc(NC(=O)Cc2nc(COC(=O)c3c(F)cccc3Cl)cs2)cc1 | 8.4 | nt | nt | -2 | 1 | nt | 25 | i | -0.7 | nt
CCCCn1c(NCc2ccccc2NS(=O)(=O)c2ccc(C)cc2)nc2ccccc21 | -0.2 | -3 | 23 | -10 | 2 | -4 | 2 | -0.4 | nt | -0.2
COc1cc(NS(=O)(=O)c2ccc(NC(=O)CCC(=O)O)cc2)nc(OC)n1 | 0.9 | -10 | 2 | 4 | -10 | -6 | 2 | i | 0.0 | -2.5
O=C(NCc1ccccc1Cl)c1ccc2nc([C@H]3C[C@H](O)[C@@H](CO)O3)[nH]c2c1 | nt | -9 | nt | nt | nt | nt | -3 | -0.4 | nt | -0.4
O=C(CCN1C(=O)c2ccccc2S1(=O)=O)Nc1ccc(F)c([N+](=O)[O-])c1 | 0.8 | -5 | nt | -20 | -4 | nt | -6 | i | 2.5 | -2.2
CCNC(=S)N(Cc1ccc2c(c1)OCO2)C1CC(=O)N(c2ccc(F)cc2)C1=O (stereo unspecified) | -1.1 | 4 | 1 | -2 | 17 | 6 | -9 | 5.3 | nt | 1.2
O=C1c2ccccc2C(=O)N1CN(C(=O)COc1ccc(Cl)cc1Cl)c1cccc(F)c1 | -0.4 | 2 | -12 | -5 | 11 | -2 | 5 | i | nt | 0.0
COc1cc(NC(=O)c2ccc3c(c2)OCO3)ccc1NC(=O)C(C)C | 0.6 | -6 | 25 | -1 | 1 | -1 | 6 | -0.6 | nt | 0.1
O=C(NC1CC2CCCC(C1)N2Cc1ccco1)NC12CC3CC(CC(C3)C1)C2 (stereo unspecified) | 0.0 | 2 | 15 | -3 | 5 | 0 | 4 | -0.3 | nt | -0.7
CCC(C)N1CCN(C(=O)COc2ccc3ccccc3c2)CC1 (stereo unspecified) | -0.3 | -1 | 17 | -4 | 14 | -4 | 20 | -0.2 | 0.9 | -0.5
COc1cc(OC)cc(C(=O)NC2CCCN(Cc3ccc(Cl)cc3)C2)c1 (stereo unspecified) | -0.2 | 5 | 1 | -5 | 4 | 1 | -3 | -0.8 | -0.4 | -0.2
O=C(CN1CCN(c2ncccn2)CC1)N1CCCC1 | -0.1 | 4 | 18 | -14 | -4 | 4 | 2 | -0.2 | 1.5 | 0.3
Cc1nc2nc(C)c(NS(=O)(=O)c3ccc(Cl)cc3)c(=O)n2[nH]1 | -1.3 | 1 | 15 | -16 | 11 | 0 | 2 | -0.2 | 0.4 | -5.2
CCC(C)c1ccccc1N1CC(C(=O)Nc2ccccc2N2CCCC2)CC1=O (stereo unspecified) | -0.6 | -1 | -2 | 4 | 7 | 0 | 29 | -3.6 | 0.5 | 1.3
Cc1ccc(C(=O)Cn2nnc3ccccc32)cc1 | -0.8 | nt | 22 | -6 | 5 | 6 | 2 | -5.0 | nt | nt
CN(CC(=O)NCc1cccs1)S(=O)(=O)c1cccc2nsnc12 | 0.7 | -5 | 13 | -4 | 1 | 5 | -1 | 4.3 | nt | -3.2
CN(C)CC(C)(C)CNS(=O)(=O)c1ccc(Cl)s1 | nt | 5 | 22 | -16 | 5 | -2 | -3 | -0.4 | 1.3 | -0.7
COc1ccc(CNC(=O)Cn2nc(C(F)(F)F)c3c2CCC3)cc1 | 0.6 | -17 | 18 | -7 | 9 | -2 | 2 | nt | nt | -0.2
CCSc1ncnc2c(C#N)c3n(c12)CCCCC3 | -0.3 | -1 | 12 | 0 | 7 | -3 | 20 | 0.0 | nt | -0.8
NC(=S)N/N=C1\c2ccccc2-c2c(C(=O)O)cccc21 | -0.5 | -6 | 15 | nt | 1 | 3 | -3 | 2.1 | 0.2 | -1.3
COc1ccccc1N1CCN(CC(O)COc2ccc3c(c2)CCC3)CC1 (stereo unspecified) | -0.7 | -3 | 7 | 10 | 4 | -1 | 18 | i | nt | -0.4
Cc1ccccc1-c1ccccc1CN1[C@@H](C(C)C)COCCS1(=O)=O | -1.4 | -3 | nt | 2 | 15 | nt | -5 | 1.5 | 1.4 | -0.2
CC(C)C(=O)NNc1ccccc1 | -0.2 | 0 | 2 | -18 | -3 | -2 | 0 | -0.7 | nt | -0.2
COc1ccc(-n2nc(C(=O)NCC(=O)N3CCOCC3)c3ccccc3c2=O)cc1Cl | -0.1 | 5 | 10 | 6 | 0 | 1 | -3 | -0.3 | 0.0 | -4.9
COc1cc(NS(=O)(=O)c2ccc(NC(=O)COc3ccc(C)cc3)cc2)nc(OC)n1 | 3.0 | 3 | 9 | -21 | -18 | -4 | 0 | i | nt | 0.2
COC(=O)C1=C(C)NC(=O)CC1c1cccc(OC)c1OC (stereo unspecified) | -0.4 | -3 | 4 | 7 | nt | 3 | -9 | 1.0 | 0.7 | -0.5
Cc1nc(-c2ccc(-n3nncc3-c3ccco3)cc2)cs1 | 1.3 | -2 | -7 | -3 | -14 | -1 | 17 | -1.0 | 1.3 | -0.7
CCOc1ccc(OCCCC(=O)NC2=NCCS2)cc1 | -1.1 | ? | -19 | -4 | -1 | 4 | 5 | -0.7 | nt | ?
Cc1c(C(=O)O)oc2ccc3c(c12)C(O)CC(C)(C)O3 (stereo unspecified) | 0.1 | -10 | -7 | -3 | -16 | -1 | 5 | -0.8 | 0.9 | -2.4
CC1=CC(C)[C@@H]2COC(c3ccc(O)cc3)[C@H]1C2C (stereo partly specified) | 0.3 | -15 | nt | nt | 4 | 2 | -16 | -0.3 | 1.8 | -2.9
O=c1c2ccccc2oc2nc3n(c(=O)c12)CCCS3 | 1.7 | 0 | 12 | -8 | 1 | 3 | -6 | -0.9 | nt | 1.1
CCOC(=O)C(Oc1ccc(=O)n(-c2ccccc2)n1)C(C)=O (stereo unspecified) | -1.7 | -2 | 6 | -2 | -9 | 0 | 10 | -1.6 | nt | -0.1
COC(=O)c1cc(N/C(N)=N/c2nc(C)cc(C)n2)cc(C(=O)OC)c1 | nt | -6 | nt | nt | 8 | nt | -9 | -1.3 | -1.8 | -0.6
NC(=O)c1ccc(NC(=O)COc2cccc3c2CCNC3=O)cc1 | 0.8 | ? | nt | 17 | -4 | nt | 7 | -0.6 | 1.4 | ?
COc1cc(SC)ccc1C(=O)Nc1cccc(S(=O)(=O)NC2=NCCCCC2)c1 | 0.3 | 1 | nt | -11 | 14 | nt | 11 | i | 1.5 | 2.4
O=[N+]([O-])c1ccc(O)c(Nc2ncnc3ccccc23)c1 | -2.1 | -3 | 34 | -12 | 5 | 3 | 6 | -0.1 | 5.7 | 0.0
Cc1ccc2nc(N(CCCN(C)C)C(=O)c3ccc(S(=O)(=O)N4CCOCC4)cc3)sc2c1 | 1.4 | 0 | 10 | 0&-5 | 3 | 3 | -3 | i | 0.7 | 0.7
Nc1c(C(=O)NCc2ccccc2)nnn1Cc1cccc(Cl)c1 | 1.0 | -11 | 21 | 0 | -3 | 2 | 7 | -0.2 | 0.0 | -0.6
O=C(C1CCCCN1S(=O)(=O)c1ccccc1)N1CCN(Cc2ccccc2)CC1 (stereo unspecified) | 0.5 | -2 | 0 | 4 | 11 | 5 | 1 | i | nt | -1.8
CCn1c(SCC(=O)c2ccccc2)nnc1-c1ccoc1C | 0.1 | -7 | 32 | 1 | 0 | -5 | 0 | -0.7 | 0.4 | 0.8
CC(C)Cc1nc2oc3c(NCCCN4CCOCC4)ncnc3c2c2c1CCC2 | -0.8 | -1 | 25 | 21 | 8 | 0 | 3 | 2.7 | nt | -0.9
CC1=C(C(N)=O)C(c2cccc(O)c2)n2nc(CCCO)nc2N1 (stereo unspecified) | -1.9 | 6 | 29 | 1 | 0 | -5 | 3 | -0.4 | 0.9 | 0.3
COc1ccccc1C1N(c2ccc(F)cc2)C(=O)C2CCCN21 (stereo unspecified) | 1.7 | 2 | -2 | -11 | 0 | 1 | -8 | i | nt | 1.6
COc1cccc(-c2nc3ccccc3c(=O)n2NC(=O)c2cccnc2Cl)c1 | -0.6 | -3 | -24 | -3 | 8 | 1 | -3 | 0.8 | -1.4 | 0.4
Cc1ccc(NC(=O)CCC(=O)Nc2nnc(C3CCCCC3)s2)cc1 | -1.2 | -4 | 15 | -17 | 3 | -3 | 1 | -4.2 | -0.8 | -0.1
COCCN1CN=C(Nc2nc3ccccc3s2)NC1 | -0.1 | -2 | 7 | -8 | 3 | -3 | 3 | -2.2 | nt | -0.4
O=C(CCCCCn1nnc2ccccc2c1=O)N[C@H](C(=O)O)c1ccccc1 | 16 | -8 | -6 | -15 | -4 | 3 | 7 | -0.2 | 0.7 | -0.5
O=C(NC1CCN(C(=O)Nc2cccc(F)c2)CC1)c1ccco1 | -0.6 | 4 | 26 | 58* | 5 | 2 | 3 | -4.0 | -0.6 | 2.5
COc1ccc2c(c1)C(=NNC(=O)c1ccccn1)c1cc(OC)ccc1-2 | -0.4 | 1 | 82 | -9 | -5 | -1 | 4 | -3.6 | nt | 0.0
Cc1ccc2nc(/C(C#N)=C\c3cc(C)n(-c4cccc([N+](=O)[O-])c4)c3C)[nH]c2c1 | -0.5 | -3 | 10 | 28 | 3 | 8 | 6 | -0.1 | nt | ?
CCOC(=O)CSC1=C(C#N)C(c2ccc3c(c2)OCO3)CC(=O)N1 (stereo unspecified) | 1.7 | 0 | -18 | -8 | 0 | 7 | -1 | i | 0.7 | 0.2
